Bioassay records as filed in PubChem BioAssay.
West Nile virus CPE = inhibition of WNV-induced cytopathic effect – cell-based, CPE readout (AID 1621). West Nile virus-infected cells, CPE inhibition; higher % means a stronger effect. CPE inhibition, % at 10 µM, or IC50 in µM where a hit was titrated. 290,000 compounds, 0.02% hits; in the data active means a potency from the dose series; further: strong numbers were not always called active
SV40 large T antigen = TAg ATPase/helicase activity blockers – biochemical (AID 1903); SV40 large T antigen ATPase/helicase inhibition assay; higher % means a stronger effect; inhibition, % at 20 µM, or IC50 in µM where a hit was titrated; 310,000 compounds, 0.39% hits; in the data active means a potency from the dose series; further: strong numbers were not always called active
Salmonella PhoP GFP = inhibitors of PhoP regulon expression, primary screen, Salmonella Typhimurium, GFP reporter (AID 1863). S. Typhimurium PhoP-regulated promoter GFP reporter, 4 h; higher % means a stronger effect. one-dose inhibition, % at 50 µM; IC50 in µM for titrated hits. 300,000 compounds, 0.16% hits;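 active means inhibition over 29.93%, a cutoff 3 SD above the screen mean, later confirmed by dose response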;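 further: 0% = low Mg2+ inducing control and 100% = high Mg2+ repressing control; strong numbers were not always called active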
Myeloid diff 2 = promotes myeloid progenitor differentiation; ER-HoxA9 myeloid progenitors, lysozyme-GFP differentiation, flow cytometry; AID 624256; calls only at 10 µM; 360,000 compounds, 1% hits;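 active means normalized GFP-positive differentiation at or above the plate's own cutoff, the solvent-only control mean plus 3 SD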;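 further: cells exposed to compound for four days before flow analysis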
b-catenin transl = modulators of beta-catenin nuclear translocation; AID 1665; nuclear translocation activity, % at 5 µM; 190,000 compounds, 0.3% hits; HeLa beta-catenin nuclear translocation, immunofluorescence imaging;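 active means nuclear translocation activity above 50% at 5 µM, with a well cell count of 50 or more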;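 further: per-cell ratio of nuclear to cytoplasmic median beta-catenin stain intensity; plate controls were DMSO negative control for no effect and GSK-3 inhibitor IX positive control for full effect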
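Test system: human HeLa cells, endogenous beta-catenin. Times: 24 h compound exposure, 37°C. Measured by: beta-catenin immunofluorescence imaging with DAPI.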
WT yeast gro inh = growth inhibition of WT yeast, mitochondrial fusion screen; mitochondrial fusion phenotypic screen, WT strain; inhibition, % at 10 µM; 190,000 compounds, 2.1% hits; AID 1362; in the data active means inhibition above about 58%; tested in S. cerevisiae
RSV CPE inhibition = RSV antiviral activity via CPE protection, HEp-2 cells, primary 10 µM value included (AID 2391). 310,000 compounds, 0.13% hits. HEp-2 cells, RSV-induced CPE inhibition; higher % means a stronger effect. CPE inhibition, % at 10 µM, or IC50 in µM where a hit was titrated; in the data active means a potency from the dose series; further: strong numbers were not always called active
T cell modulator = T cell immune modulators affecting CD8 T cell-vesicle binding | 2C CD8+ T cell-vesicle binding, flow cytometry; hits give low values | calls only at 7 µM | 330,000 compounds, 0.068% hits | AID 2052;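 active means response, share of CD8 T cells binding vesicles, and their 90th percentile fluorescence all below set limits, cut at about 80% in these data, passing the limit was not always enough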
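Benchmarks: naked versus QL9-loaded vesicles / Assay system: purified 2C TCR transgenic mouse naive CD8+ T cells / Technique: high-throughput flow cytometry with anti-B7-1 and anti-CD8 staining / Timing: Cell–vesicle co-incubation 1.5 h at 37 °C, staining 20 min on ice / Read-out: percent CD8+ FL2 mean versus row control / Probe or stimulus: QL9-loaded Drosophila micro-vesicles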
Rac1 GTP hydrolysis = MgcRacGAP GTPase-activating activity inhibitors, confirmation, biochemical, ADP Hunter fluorescence. 340,000 compounds, 0.6% hits. one-dose inhibition, % at 30 µM; IC50 in µM for titrated hits. MgcRacGAP-stimulated Rac1 GTP hydrolysis, ADP Hunter fluorescence; higher % means a stronger effect; GST-tagged Rac1 F28L mutant substrate;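 active means first-screen hits whose inhibition reached a set limit at any dose in the follow-up dose series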;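 further: fluorescence reports GDP produced by GAP-driven GTP hydrolysis; strong numbers were not always called active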
WT yeast gro inh mutant strain = second read-out of WT yeast gro inh, no call of its own (marks repeat the call); inhibition, %; mitochondrial fusion phenotypic screen, mutant strain inhibition
b-catenin transl cell count 5 µM = further read-out of b-catenin transl, marked with its call; cell count; measured here: cell count, cytotoxicity flag
T cell modulator vesicle-bound % = also measured in T cell modulator; calls as there; double positive events, %; measured here: CD8+ vesicle-bound cell fraction;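 binding gate set so that unloaded-vesicle control wells show 10% double positive cells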
Myeloid diff 2 GFP+ MAC1+ % = recorded beside Myeloid diff 2, whose call it bears; GFP+ MAC1+ double positive, %; measured here: differentiation confirmed by MAC1 staining
* = called active by the depositor; i = inactive; nt = no result given.

SMILES | West Nile virus CPE | SV40 large T antigen | Salmonella PhoP GFP | Myeloid diff 2 | Myeloid diff 2 GFP+ MAC1+ % | b-catenin transl | b-catenin transl cell count 5 µM | WT yeast gro inh | WT yeast gro inh mutant strain | RSV CPE inhibition | T cell modulator | T cell modulator vesicle-bound % | Rac1 GTP hydrolysis
O=C(CSc1nnc2c(Cl)cc(C(F)(F)F)cn12)NCc1ccc(F)cc1 | -0.6% | 25% | 5% | i | 0.1 | -1.2 | 984 | -8 | 13 | 1.6% | i | 13 | 4%
C/C(=C\C(=O)c1ccccc1)Nc1ccc(N2CCOCC2)cc1 | -0.1% | -3% | 26% | i | 2.0 | nt | nt | 7 | 6 | 2.6% | i | 56 | 31%
CC(OC(=O)c1cc(Br)ccc1O)C(=O)NC1(C#N)CCCCC1 (centres undefined) | nt | 4% | 7% | i | 0.7 | nt | nt | nt | nt | -0.7% | i | 6 | 0%
CC(C)c1ccc(NC(=O)CSc2nc(=O)n(CCCN3CCOCC3)c3c2CCCC3)cc1 | nt | 10% | 4% | i | 0.4 | nt | nt | nt | nt | -0.5% | i | 40 | -7%
O=C(CN1CCN(c2ccc([N+](=O)[O-])cc2)CC1)c1ccccc1 | -1.3% | 2% | 14% | i | 0.7 | nt | nt | nt | nt | -0.2% | i | 66 | nt
COc1ccc(/C=N/NC(=O)c2ccc(COc3ccccc3Cl)o2)cc1 | nt | 11% | 3% | i | 0.7 | -1.9 | 1384 | 2 | -3 | 7.2% | i | 46 | 1%
CNc1snc(C)c1C(=O)OC(C)C(=O)Nc1ccc(F)cc1 (centres undefined) | nt | nt | nt | i | 0.5 | nt | nt | nt | nt | 0.2% | i | 20 | -1%
CCOc1ccc(C(=O)N2CCN(CC(=O)N3CCCC3)CC2)cc1OCC | nt | nt | nt | i | 0.8 | nt | nt | nt | nt | 0.5% | i | 35 | 4%
Cc1cc(C(=O)C(C)Cl)c(C)n1Cc1ccco1 (centres undefined) | -0.3% | 10% | 5% | i | 1.1 | 1.0 | 1048 | 4 | 6 | 2.0% | i | 33 | 7%
O=C(CSc1nccc(=O)[nH]1)c1c[nH]c2ccccc12 | -0.4% | 7% | 0% | i | 3.0 | -2.4 | 1219 | nt | nt | -0.1% | i | 52 | -9%
COc1ccc(C(=O)COC(=O)C(CCSC)NC(=O)COc2ccccc2)c(OC)c1 (centres undefined) | 0.1% | -7% | -2% | i | 3.1 | nt | nt | nt | nt | -0.2% | i | 8 | 8%
O=C(NCCCn1ccnc1)/C(=C\c1cccnc1)NC(=O)c1ccco1 | -0.3% | 5% | 0% | i | 0.4 | 0.2 | 1168 | 9 | -8 | 0.4% | i | 22 | 5%

Record cards, from the list above.
`COc1ccc(/C=N/NC(=O)c2ccc(COc3ccccc3Cl)o2)cc1` is entered as West Nile virus CPE: nt; SV40 large T antigen: 11%; Salmonella PhoP GFP: 3%; Myeloid diff 2: i; Myeloid diff 2 GFP+ MAC1+ %: 0.7; b-catenin transl: -1.9; b-catenin transl cell count 5 µM: 1384; WT yeast gro inh: 2; WT yeast gro inh mutant strain: -3; RSV CPE inhibition: 7.2%; T cell modulator: i; T cell modulator vesicle-bound %: 46; Rac1 GTP hydrolysis: 1%
`CNc1snc(C)c1C(=O)OC(C)C(=O)Nc1ccc(F)cc1` (centres undefined) is entered as West Nile virus CPE: nt; SV40 large T antigen: nt; Salmonella PhoP GFP: nt; Myeloid diff 2: i; Myeloid diff 2 GFP+ MAC1+ %: 0.5; b-catenin transl: nt; b-catenin transl cell count 5 µM: nt; WT yeast gro inh: nt; WT yeast gro inh mutant strain: nt; RSV CPE inhibition: 0.2%; T cell modulator: i; T cell modulator vesicle-bound %: 20; Rac1 GTP hydrolysis: -1%

(listing goes on)
SMILES | West Nile virus CPE | SV40 large T antigen | Salmonella PhoP GFP | Myeloid diff 2 | Myeloid diff 2 GFP+ MAC1+ % | b-catenin transl | b-catenin transl cell count 5 µM | WT yeast gro inh | WT yeast gro inh mutant strain | RSV CPE inhibition | T cell modulator | T cell modulator vesicle-bound % | Rac1 GTP hydrolysis
N#CCN(CC#N)C(=O)C1c2ccccc2Oc2ccccc21 | -1.1% | 10% | -14% | i | 0.6 | nt | nt | nt | nt | 1.0% | i | 54 | 9%
Cn1c(NC(=O)c2ccc3c(c2)OCO3)cc(=O)n(C)c1=O | 0.0% | 3% | 4% | i | 1.9 | -1.2 | 1033 | 8 | 3 | 2.4% | i | 34 | 6%
Cc1ccc(N2C(=O)c3ccccc3C2Nc2ccc(S(=O)(=O)N3CCOCC3)cc2)nc1 (centres undefined) | 0.7% | 6% | 4% | i | 2.2 | nt | nt | -1 | 7 | 1.2% | i | 32 | -6%
O=C(COc1ccc(Br)cc1)Nc1cc(S(=O)(=O)N2CCCCC2)ccc1N1CCCCC1 | 0.9% | 10% | 1% | i | 0.5 | -1.1 | 1002 | -7 | 16 | 3.0% | i | 49 | 7%
CCOC(=O)c1c(C)[nH]c(C(=O)CN(C)CC(=O)Nc2ccccc2Cl)c1C | nt | nt | nt | i | 0.5 | nt | nt | nt | nt | -0.2% | i | 34 | -1%
COc1cccc(-c2c(C(=O)N/N=C(\C)c3ccc(Cl)s3)nnn2-c2nonc2N)c1 | 0.2% | 9% | 0% | i | 1.5 | nt | nt | nt | nt | 6.1% | i | 39 | 10%
Cc1nn(-c2ccc(F)cc2)c(C)c1CN1CCN(CCc2ccccc2)C(CCO)C1 (centres undefined) | -1.1% | 6% | -1% | i | 0.8 | 0.3 | 1031 | 0 | 5 | -0.4% | i | 50 | 10%
CC1Sc2ccc(S(=O)(=O)NCCc3ccc(Cl)cc3)cc2NC1=O (centres undefined) | 0.0% | 5% | 3% | i | 2.8 | nt | nt | nt | nt | 8.8% | i | 41 | 9%
COC(=O)CN1C(=S)N(c2ccccc2)C(=O)C1CC(=O)Nc1ccc(Cl)cc1 (centres undefined) | 0.0% | 8% | 10% | i | 0.5 | 4.3 | 523 | -5 | -17 | 0.7% | i | 42 | -1%
O=C(OCn1nnc2ccccc2c1=O)c1cn(-c2ccccc2)nc1-c1cccnc1 | 0.1% | 2% | 7% | i | 0.2 | -3.9 | 883 | 7 | 7 | 2.4% | i | 45 | 10%
S=c1nc[nH]c2c1cnn2Cc1ccccc1 | -0.3% | 4% | 1% | i | 0.6 | nt | nt | nt | nt | 8.7% | i | 13 | 5%
CC1(C)Cc2c(sc3nnn(CC(=O)Nc4ccccc4)c(=O)c23)CO1 | -1.2% | 7% | -9% | i | 0.5 | -1.9 | 1125 | nt | nt | 1.9% | i | 58 | 6%
CCOC(=O)N1CCN(c2c(N3CCN(c4ccccn4)CC3)c(=O)c2=O)CC1 | 1.2% | 7% | 1% | i | 1.7 | 1.3 | 1019 | -1 | 2 | 0.1% | i | 45 | 3%
CCC(=NC1CC(C)(C)NC(C)(C)C1)C1=C(O)CC(C)(C)CC1=O | 0.3% | 16% | -8% | i | 0.7 | -0.5 | 873 | -27 | -11 | 1.0% | i | 32 | 11%
COc1ccc(Cl)cc1S(=O)(=O)NC(C)C(=O)NCc1ccncc1 (centres undefined) | 0.0% | 7% | -7% | i | 3.0 | nt | nt | nt | nt | -0.7% | i | 17 | 9%
CC(C)[C@H](Nc1nc(-c2ccccc2)nc2c1oc1ccccc12)C(=O)O | 1.5% | 4% | -1% | i | 0.9 | 0.2 | 1288 | 5 | 3 | nt | i | 16 | 4%
Cc1ccccc1S(=O)(=O)Cc1ccc(C(=O)N2CC(C)CC(C)C2)o1 (centres undefined) | -1.1% | -3% | 4% | i | 3.1 | nt | nt | 7 | -5 | -0.3% | i | 41 | 0%
COC(C)(C)[C@]12CC(O)(C(C)C)ON1[C@H]1CCCCC1N2O (some centres undefined) | 0.9% | 2% | -3% | i | 0.5 | 1.7 | 1019 | 11 | 7 | -1.0% | i | 37 | 8%
Cc1c(NC2=C(Cl)C(=O)N(c3ccccc3)C2=O)c(=O)n(-c2ccccc2)n1C | 0.7% | 26% | 1% | i | 0.4 | -2.7 | 1103 | -1 | 2 | 2.5% | i | 9 | 4%
COC(=O)COc1c(Cl)cc(Cl)c2ccc(C)nc12 | 0.2% | 26% | -4% | i | 0.7 | -3.1 | 1080 | 4 | -3 | 1.6% | i | 23 | -2%
CCc1cc(C(=O)OC)c(NC(=O)CN2CCN(C(=O)C3CCCO3)CC2)s1 (centres undefined) | -0.6% | 18% | -5% | i | 0.8 | nt | nt | nt | nt | 1.7% | i | 9 | 4%
O=[N+]([O-])c1cccc(S(=O)(=O)[N-]c2nc3ccccc3nc2-n2cc[n+](Cc3ccccc3)c2)c1 | 0.5% | 2% | -8% | i | 1.0 | 1.0 | 1307 | nt | nt | 1.5% | i | 60 | 5%
O=c1[nH]n(-c2ncnc3c2cnn3-c2ccccc2)c(=O)c2ccccc12 | 0.0% | 2% | -1% | i | 0.7 | -0.2 | 1066 | -9 | 0 | 0.2% | i | 58 | 11%
COc1ccc(CNC(=O)c2cc3c(=O)n4ccccc4nc3n(Cc3cccnc3)c2=N)cc1 | 0.0% | 3% | 5% | i | 2.8 | 7.3 | 1009 | 13 | 1 | 0.3% | i | 35 | 4%
CSc1cccc(CN2CCCC(CO)(Cc3cccc(Cl)c3)C2)c1 (centres undefined) | -0.8% | 3% | 6% | i | 0.1 | -0.1 | 1476 | 30 | 34 | 6.4% | i | 56 | 2%
Cc1ccc(NNC2CC(=O)N(c3cccc(Cl)c3)C2=O)cc1 (centres undefined) | 1.0% | 8% | 1% | i | 0.2 | -3.7 | 1182 | 9 | 16 | nt | nt | nt | 2%
O=c1cc(O)c2c(=O)n(-c3ccccc3)c3ccccc3c2o1 | -0.2% | 6% | 8% | i | 0.9 | -0.9 | 1417 | 16 | 11 | 13% | i | 16 | 5%
Cc1ccc(NC(=O)COC(=O)CN2C(=O)NC(C)(C)C2=O)cc1S(=O)(=O)N1CCOCC1 | -0.2% | 2% | -1% | i | 0.4 | 0.0 | 993 | -25 | -14 | 1.6% | i | 16 | 5%
COc1ccc(C(c2c(NC(=O)c3ccccc3)sc(C)c2C)N2CCN(CCO)CC2)cc1 (centres undefined) | -1.1% | 11% | 10% | i | 0.5 | 2.2 | 915 | 21 | 8 | 0.5% | i | 51 | 6%
O=C(CSc1ncccn1)N/N=C/c1ccc2c(c1)OCO2 | -0.8% | 16% | -1% | i | 7.8 | nt | nt | nt | nt | 1.4% | i | 20 | 4%
O=C(COc1ccc(Br)cc1CO)Nc1ccccc1F | 0.3% | 3% | -4% | i | 0.8 | 1.6 | 1113 | -7 | -9 | 52% | i | 50 | 6%
Fc1ccc2nc(Nc3nc4c(s3)CCCC4)sc2c1 | 0.0% | 12% | 3% | i | 1.4 | 1.3 | 1330 | 5 | 11 | 16% | i | 22 | 11%

Rows are unselected (roughly 3.6% active in at least one column).
